Screens deposited in PubChem BioAssay by several laboratories.
Efflux pump mplx = inhibitors of Candida antifungal efflux pumps expressed in yeast; S. cerevisiae Candida pump triplex, Nile Red efflux; inhibition, % at 10 µM; 0.44% of 330,000 active; AID 485275;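 active = plate passing quality check with inhibition over a set limit, or well fluorescence over plate mean plus 4 SD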;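 also: Nile Red retained in pooled yeast measured as flow cytometry median fluorescence; 0% = buffer negative control and 100% = Enniatin B positive control; higher means more Nile Red kept so more efflux inhibition; some compounds called inactive have numbers as strong as hits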
procasp7 counter = counter-screen: procaspase-7 (human) activation. P55210. recombinant procaspase-7, Ac-DEVD-pNA absorbance 405 nm; D23A/D198A/D206A triple mutant, cannot self-cleave; scale: DMSO 0, 5 µM enzyme 100. activation, % at 8.5 µM. 0.093% of 330,000 active;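 active = percent activation above the screen-wide mean plus 3 SD, cut at about 25% in these data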
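Assay system – Uncleavable procaspase-7 mutant enzyme · Quantity – 2 µM procaspase-7 mutant as dispensed · Times – 1 h preincubation, 2 h reaction · Dosing – single nominal 8.5 µM compound dose, 0.8% DMSO final · Buffer or medium – Zinc-free 50 mM HEPES buffer, pH 7.4, with NaCl and Triton X-100 · Detection – Epi-absorbance of released pNA at 405 nm, two timepoints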
core dimer inh = blocks dimerization of HCV core protein. inhibition, % at 5 µM. TR-FRET GST/Flag-core106 dimerization, 1536-well. 0.33% of 300,000 active;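 active = inhibition above the mean of all tested compounds plus 3 SD, set per screening campaign, cut at about 45% in these data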
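System: GST/Flag-tagged HCV core106 proteins. Incubation: compound-protein-antibody incubation 4 h at 22.5 °C. Technique: HTRF with 340 nm excitation, 617/671 nm emission. Medium: KF-containing HEPES buffer, pH 7.45, DTT, CHAPS, BSA. Read-out: inhibition (%) from 671 over 617 nm ratio. Also added: Eu(K)-anti-GST 90 ng/mL plus XL665-anti-Flag 1 µg/mL.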
TPT1 inh = inhibitors of Candida albicans tRNA 2'-phosphotransferase TPT1; recombinant caTPT1, FP RNA substrate dephosphorylation; inhibition, % at 5 µM; 0.81% of 300,000 active; AID 1962;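 active = inhibition above the mean of all tested compounds plus 3 SD, set per screening campaign, cut at about 24% in these data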;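 also: plate controls were DMSO alone for no effect and ferristatin control at 100 nM for full effect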
PP5 inh = inhibitors of human protein phosphatase 5 (PP5); P53041; purified PP5c, OMFP substrate fluorescence; inhibition, % at 6.7 µM; 0.18% of 320,000 active;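 active = inhibition above the campaign's mean inhibition across all tested compounds plus 3 SD, cut at about 9.5% in these data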;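 also: 0% = DMSO only and 100% = 100 µM cantharidin control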
Target sequence (P53041 whole entry, looked up): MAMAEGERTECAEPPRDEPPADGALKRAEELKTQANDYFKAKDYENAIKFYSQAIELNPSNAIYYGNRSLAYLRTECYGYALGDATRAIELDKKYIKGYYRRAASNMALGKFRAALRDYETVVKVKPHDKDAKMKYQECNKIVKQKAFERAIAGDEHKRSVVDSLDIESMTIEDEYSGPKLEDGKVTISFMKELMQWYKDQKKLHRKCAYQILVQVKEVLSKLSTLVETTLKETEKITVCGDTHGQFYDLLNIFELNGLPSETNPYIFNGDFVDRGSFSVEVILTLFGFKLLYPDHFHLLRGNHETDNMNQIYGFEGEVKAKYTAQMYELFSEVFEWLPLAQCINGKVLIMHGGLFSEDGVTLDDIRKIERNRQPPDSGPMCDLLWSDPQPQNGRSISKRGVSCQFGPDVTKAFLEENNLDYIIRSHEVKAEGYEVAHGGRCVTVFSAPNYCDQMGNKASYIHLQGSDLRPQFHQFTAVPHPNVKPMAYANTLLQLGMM
Fh CTSL1 inh = counter-screen for PFM18AAP inhibitors: inhibitors of F. hepatica cathepsin L1; recombinant F. hepatica cathepsin L1, Z-Leu-Arg-MCA fluorescence; inhibition, % at 5.96 µM; 0.49% of 300,000 active;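 active = inhibition above the mean of all tested compounds plus 3 SD, set per screening campaign, cut at about 17% in these data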;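 also: 0% = plate median of test compound wells and 100% = 1 µM Z-Phe-Ala-diazomethylketone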
PP1 counter = counter-screen for PP5 inhibitors: inhibitors of human PP1-alpha | inhibition, % at 6.7 µM | P62136 | purified PP1alpha, OMFP fluorescence | 0.9% of 320,000 active;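 active = inhibition above the mean inhibition of all tested compounds plus 3 SD, computed separately for each screening campaign, cut at about 15% in these data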
procasp3 activ = activators of human procaspase-3; P42574; activation, % at 8.5 µM; recombinant procaspase-3 D3A, Ac-DEVD-pNA absorbance 405 nm; 0.11% of 330,000 active;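 active = activation above the mean of all tested compounds plus 3 SD, cut at about 21% in these data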;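 also: 0% = DMSO alone and 100% = DMSO wells spiked with extra 5 µM PC-3 D3A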
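Test system: Procaspase-3 D3A mutant; medium: Zinc-free HEPES/NaCl buffer with 0.01% Triton X-100 at pH 7.4; reagent: DEVD-pNA substrate; doses: one concentration, 8.5 µM nominal, 0.8% DMSO; times: 1 h preincubation plus 2 h reaction at 25 °C; signal: Epi-absorbance at 405 nm of released p-nitroaniline, 0 and 120 min; replicates: singlicate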
JMJD2C inh = blocks human GASC-1 demethylase activity; GST-JMJD2C(1-420) H3K9me3 demethylation, DELFIA europium; inhibition, % at 2.35 µM; 0.069% of 330,000 active; AID 2099;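 active = more than half of a compound's replicate wells show inhibition beyond 50%, single wells judged on their own value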;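 also: signal counts dimethyl H3K9 product captured on neutravidin plate; 0% = median of DMSO wells and 100% = 0.3 times that DMSO median; strong numbers were not always called active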
Target sequence (Q9H3R0 1-420 limits assumed): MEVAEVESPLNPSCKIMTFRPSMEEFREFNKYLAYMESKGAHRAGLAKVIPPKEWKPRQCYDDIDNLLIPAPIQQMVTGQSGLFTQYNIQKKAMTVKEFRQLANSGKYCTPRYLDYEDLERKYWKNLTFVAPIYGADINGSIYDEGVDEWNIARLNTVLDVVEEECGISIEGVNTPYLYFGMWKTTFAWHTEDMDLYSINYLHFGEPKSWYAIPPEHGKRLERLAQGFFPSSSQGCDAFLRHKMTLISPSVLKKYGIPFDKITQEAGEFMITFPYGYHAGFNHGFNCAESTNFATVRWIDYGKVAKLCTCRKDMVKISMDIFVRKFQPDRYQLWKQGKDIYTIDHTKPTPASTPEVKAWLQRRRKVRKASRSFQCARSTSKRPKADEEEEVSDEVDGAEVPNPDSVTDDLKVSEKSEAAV
Starred values were filed as active, the others as inactive; · = no result given.

SMILES	Efflux pump mplx	procasp7 counter	core dimer inh	TPT1 inh	PP5 inh	Fh CTSL1 inh	PP1 counter	procasp3 activ	JMJD2C inh
N#Cc1cc(C(=O)c2ccccc2OCC(=O)Nc2ccccc2)cn(C2CCCCC2)c1=O	0.0	5	-16	-4	2.7	-5	0	-3	6
Cc1ccccc1NC(=O)NCc1ccccn1	-0.1	6	0	-1	-0.6	-3	-5	0	4
CCCCn1c(-c2cccc3ccccc23)nc2cc3[nH]c(=O)c(C(C)C)nc3cc21	-0.1	-4	23	3	3.7	3	16*	5	5
CC(=O)c1ccc(Oc2cc(C)nc(NCc3ccccc3)n2)cc1	0.0	-8	5	2	3.0	-1	1	0	-1
CC(C)Cn1c(SCC(=O)N2CCCCC2)nc2ccccc2c1=O	0.5	-5	7	2	3.3	-1	-1	-2	-6
Cc1ccc(S(=O)(=O)N2CCN(C(=O)c3ccccc3)CC2)c(C)c1NS(C)(=O)=O	-0.2	6	-6	0	1.1	4	-1	5	-8
Cc1ccccc1OCC(=O)NNC(=O)C1CC(=O)N(c2ccc3c(c2)OCCO3)C1 (stereo unspecified)	0.0	3	·	·	1.6	·	-3	6	·
O=C(Nc1nnc(-c2ccc(Cl)s2)o1)C1CCCCC1	-0.3	5	-10	-1	2.2	4	-1	1	1
Nc1nc(COC(=O)CCC(=O)c2ccc(Cl)cc2)nc(Nc2ccccc2)n1	0.4	-12	·	·	2.6	·	2	-8	-24
CC(CC(=O)NCC1CCCO1)c1ccccc1 (stereo unspecified)	0.1	1	1	-1	1.1	3	-3	8	8
CC1Sc2ccc(S(=O)(=O)CCC(=O)Nc3ccccc3Cl)cc2NC1=O (stereo unspecified)	0.1	-4	-2	1	1.9	-1	-3	1	2
COc1ccc(CN2CCNC(=O)C2CC(=O)NCc2cnn(C)c2)cc1OC (stereo unspecified)	0.0	0	-6	-3	1.6	-3	3	2	52
Cc1ccc(S(=O)(=O)N2CCOC2CNC(=O)C(=O)NCc2ccccn2)cc1 (stereo unspecified)	0.5	-2	3	0	1.3	1	-3	4	0
Cc1cccc(Nc2nc(-c3ccc(O)cc3O)cs2)n1	-0.2	-16	-8	-1	3.7	7	0	-3	23
CC1CCN(S(=O)(=O)c2cn(CC(=O)Nc3ccc(C#N)cc3)cn2)CC1	0.1	6	0	0	1.3	0	-1	2	-8
O=C1C=C(c2ccc3c(c2)OCO3)CCC1	0.0	5	9	-2	2.4	-1	4	4	-5
O=c1c2ccccc2nnn1CSc1ccc2c(c1)OCCO2	-0.1	5	1	-4	1.6	7	-1	-5	-8
CS(=O)(=O)c1nc(S(=O)(=O)c2ccc(Cl)cc2)c(N2CCOCC2)s1	0.0	13	9	0	1.0	-4	-2	6	4
COCCc1ncc(CN2CCC(C(=O)Nc3cccc(-c4cscn4)c3)CC2)cn1	0.1	12	-7	1	-0.3	-5	-3	7	-6
CC1Cc2ccccc2N1C(=O)CCS(=O)(=O)c1cccs1 (stereo unspecified)	0.1	0	1	4	0.4	-2	-2	-8	-8
COC(=O)c1sccc1NC(=O)Cn1cnc2c1c(=O)n(C)c(=O)n2C	0.0	2	1	1	1.0	-2	-2	4	2
Cc1cc(C)cc(N2CC(C(=O)OCC(=O)Nc3cc(C)on3)CC2=O)c1 (stereo unspecified)	0.3	2	-2	0	2.7	-11	2	-2	8
COc1ccc(CN2CCNC(=O)C2CC(=O)NC2CCCCCCC2)cc1OC (stereo unspecified)	0.0	6	1	3	1.7	4	-2	9	6
N=C1/C(=C\c2ccc(OC(=O)c3ccccc3)cc2)C(=O)N=C2SC(N3CCOCC3)=NN12	0.0	9	22	11	0.2	-1	8	2	-2
O=C(Nc1ccccc1-c1ccccc1)c1ccccc1Br	0.0	-3	2	-2	0.8	-5	-1	10	4
COc1ccc(S(=O)(=O)N(C)C)cc1NC(=O)c1ccc(OCC(=O)N2CCOCC2)c(OC)c1	0.0	12	1	0	-2.2	-2	-6	1	12
O=C(c1ccco1)N1CCCC(c2nc3c(nnn3Cc3ccc(Cl)cc3Cl)c(=O)[nH]2)C1 (stereo unspecified)	-0.1	6	12	-2	2.6	0	7	2	-1
Cc1cc(C(=O)NNC(=S)Nc2cccc(C(F)(F)F)c2)nn1C	0.0	-9	-13	2	1.6	0	4	-11	4
S=c1[nH]nc(-c2ccc3ccccc3n2)n1-c1ccc2ncccc2c1	0.1	-12	13	0	1.3	0	1	-5	9
CCn1nc(C)cc1C(=O)Sc1cccc(Cl)c1	0.0	5	3	-3	-0.6	1	-4	0	-10
NS(=O)(=O)c1ccc(CCNC(=O)c2cccnc2)cc1	0.1	-2	-2	5	4.3	-2	0	1	-1
N#C/C(=C/c1ccc(O)c(O)c1)C(=O)NCc1ccc(Cl)cc1	0.1	-30	-7	9	2.5	1	-2	-28	-5
FC(F)C(F)(F)c1cc(-c2ccccc2)n[nH]1	-0.1	1	-3	-1	1.1	2	-2	2	14
CN1C=CC(=CC=C2C=CC(=O)C=C2)C=C1	0.2	-8	-2	12	-0.4	6	-2	-1	-4
COc1cccc(NC(=O)c2cc(S(=O)(=O)N3CCc4ccccc43)cn2C)c1	-0.2	1	16	1	3.7	-2	-1	-4	37
Cc1cccc(NC(=O)c2cc3c(=O)n4ccccc4nc3s2)c1	-0.2	-1	-9	-1	-0.2	3	0	7	8

Ordered by heavy-atom count (descending): part of the list above.
SMILES	Efflux pump mplx	procasp7 counter	core dimer inh	TPT1 inh	PP5 inh	Fh CTSL1 inh	PP1 counter	procasp3 activ	JMJD2C inh
Cc1ccc(S(=O)(=O)N2CCOC2CNC(=O)C(=O)NCc2ccccn2)cc1 (stereo unspecified)	0.5	-2	3	0	1.3	1	-3	4	0
Cc1cc(C)cc(N2CC(C(=O)OCC(=O)Nc3cc(C)on3)CC2=O)c1 (stereo unspecified)	0.3	2	-2	0	2.7	-11	2	-2	8
S=c1[nH]nc(-c2ccc3ccccc3n2)n1-c1ccc2ncccc2c1	0.1	-12	13	0	1.3	0	1	-5	9
CS(=O)(=O)c1nc(S(=O)(=O)c2ccc(Cl)cc2)c(N2CCOCC2)s1	0.0	13	9	0	1.0	-4	-2	6	4
Cc1cccc(NC(=O)c2cc3c(=O)n4ccccc4nc3s2)c1	-0.2	-1	-9	-1	-0.2	3	0	7	8
N#C/C(=C/c1ccc(O)c(O)c1)C(=O)NCc1ccc(Cl)cc1	0.1	-30	-7	9	2.5	1	-2	-28	-5
O=C(Nc1ccccc1-c1ccccc1)c1ccccc1Br	0.0	-3	2	-2	0.8	-5	-1	10	4
NS(=O)(=O)c1ccc(CCNC(=O)c2cccnc2)cc1	0.1	-2	-2	5	4.3	-2	0	1	-1
Cc1ccccc1NC(=O)NCc1ccccn1	-0.1	6	0	-1	-0.6	-3	-5	0	4
FC(F)C(F)(F)c1cc(-c2ccccc2)n[nH]1	-0.1	1	-3	-1	1.1	2	-2	2	14
CN1C=CC(=CC=C2C=CC(=O)C=C2)C=C1	0.2	-8	-2	12	-0.4	6	-2	-1	-4

Next records.
SMILES	Efflux pump mplx	procasp7 counter	core dimer inh	TPT1 inh	PP5 inh	Fh CTSL1 inh	PP1 counter	procasp3 activ	JMJD2C inh
CCOc1ccc(OCCn2c(SCC(=O)O)nc3ccccc32)cc1	0.0	6	4	0	-1.0	-1	-1	-2	3
COc1ccc(-c2nnc3ccc(SCC(=O)NCc4ccco4)nn23)cc1OC	0.7	-7	1	1	1.7	0	0	-1	7
Cc1ccc(CN(C(=O)c2c(F)cccc2F)C2CC(C)(C)NC(C)(C)C2)o1	0.2	0	-3	-1	1.7	1	1	0	3
Cc1ccc(CNC(=O)c2nnn(CC(=O)Nc3cc(C)cc(C)c3)c2N)cc1	0.1	5	10	3	0.9	-1	10	6	-2
Cc1nc(NCc2ccco2)c(C#N)c2c1COC(C)(C)C2	0.0	2	0	1	2.9	1	-1	-5	-3
Cc1ccc(OCC(=O)Nc2ccc(S(=O)(=O)N3CCOCC3)cc2)c(Br)c1	0.3	-1	7	0	-1.5	2	-3	-4	-5
CCc1c(O)nc(SCC(=O)Nc2nc3ccccc3s2)n(-c2ccccc2)c1=O	0.1	8	2	0	-0.5	7	0	0	5
O=C(CCn1ccnc1)Nc1ccc2ccccc2c1	-0.1	-5	-2	0	-1.5	7	-1	7	-3
Cc1cc(C)c(C)c(S(=O)(=O)N2CCC(C(=O)NCCCN3CCOCC3)CC2)c1C	0.2	-1	·	·	-0.9	·	-1	2	-7
CC(=O)Nc1ccc(S(=O)(=O)NCCSCc2ccc(Cl)cc2Cl)cc1	-0.3	5	-5	-1	4.2	1	3	-5	8
COc1cc(C(=O)NCC(=O)N/N=C/c2c(C)[nH]c3ccccc23)cc(OC)c1OC	-0.1	8	-8	-4	3.8	3	-3	-14	-2
Cc1ccccc1OCC(=O)NCC(=O)N/N=C/c1cccc([N+](=O)[O-])c1	0.2	-4	2	2	-1.0	0	-2	3	23
FC(F)(F)c1cnc(COc2cc(Cl)cc(Cl)c2)c(Cl)c1	0.0	0	-2	-2	2.7	0	-5	-2	4
Nc1nc(-c2ccccc2)nn1S(=O)(=O)c1ccccc1	0.0	5	2	3	-2.5	0	-6	0	3
CCC(C)C(=O)Nc1nnc(SCC(=O)Nc2ccc(F)cc2)s1 (stereo unspecified)	-0.1	0	-3	-3	0.2	5	3	-5	1
Cc1cccc(N2C(=O)CC(N3CCC(c4nc5ccccc5[nH]4)CC3)C2=O)c1 (stereo unspecified)	-0.1	-21	-1	0	-0.7	3	0	-18	3
Cc1onc(-c2ccccc2)c1-c1csc(COc2ccccc2)n1	0.2	3	-2	-1	2.0	-1	0	1	2
CCCn1c2ccccc2c2cnn(CC(=O)NCCCN3C(C)CCCC3C)c(=O)c21 (stereo unspecified)	-0.1	2	-15	0	0.0	2	-4	1	-17
COc1ccc(S(=O)(=O)N2CCC(NC(=O)c3cccnc3)CC2)cc1	0.1	5	-15	-4	2.4	1	4	1	-41
